IL1B cytotox: HUVEC cytotoxicity counter-screen, IL-1B stimulated; HUVEC cell count loss, Hoechst imaging; cell count reduction, % at 2 µM; actives 0.41% (n = 94,000); AID 845;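 active = cell count reduction more than 3 SD above the screen-wide mean, cut at about 70% in these data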;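 note: normalized per plate to untreated control cells as the no-loss baseline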
PTK2B oligo ant: Pyk2 (human) oligomerization antagonism | Q14289 | actives 0.83% (n = 99,000) | z-score (the deposit names both 25 µM and 10 µM) | AID 1347419 | Q293 cells, Pyk2 FERM NanoBiT luminescence; hits give low values;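 active = Z-score of -3 or lower, scaled per plate to the spread of control and sample wells; inactive = z-score above -3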;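 note: negative z-score means lost luminescence so less FERM oligomerization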
Target sequence (Q14289 whole entry, looked up): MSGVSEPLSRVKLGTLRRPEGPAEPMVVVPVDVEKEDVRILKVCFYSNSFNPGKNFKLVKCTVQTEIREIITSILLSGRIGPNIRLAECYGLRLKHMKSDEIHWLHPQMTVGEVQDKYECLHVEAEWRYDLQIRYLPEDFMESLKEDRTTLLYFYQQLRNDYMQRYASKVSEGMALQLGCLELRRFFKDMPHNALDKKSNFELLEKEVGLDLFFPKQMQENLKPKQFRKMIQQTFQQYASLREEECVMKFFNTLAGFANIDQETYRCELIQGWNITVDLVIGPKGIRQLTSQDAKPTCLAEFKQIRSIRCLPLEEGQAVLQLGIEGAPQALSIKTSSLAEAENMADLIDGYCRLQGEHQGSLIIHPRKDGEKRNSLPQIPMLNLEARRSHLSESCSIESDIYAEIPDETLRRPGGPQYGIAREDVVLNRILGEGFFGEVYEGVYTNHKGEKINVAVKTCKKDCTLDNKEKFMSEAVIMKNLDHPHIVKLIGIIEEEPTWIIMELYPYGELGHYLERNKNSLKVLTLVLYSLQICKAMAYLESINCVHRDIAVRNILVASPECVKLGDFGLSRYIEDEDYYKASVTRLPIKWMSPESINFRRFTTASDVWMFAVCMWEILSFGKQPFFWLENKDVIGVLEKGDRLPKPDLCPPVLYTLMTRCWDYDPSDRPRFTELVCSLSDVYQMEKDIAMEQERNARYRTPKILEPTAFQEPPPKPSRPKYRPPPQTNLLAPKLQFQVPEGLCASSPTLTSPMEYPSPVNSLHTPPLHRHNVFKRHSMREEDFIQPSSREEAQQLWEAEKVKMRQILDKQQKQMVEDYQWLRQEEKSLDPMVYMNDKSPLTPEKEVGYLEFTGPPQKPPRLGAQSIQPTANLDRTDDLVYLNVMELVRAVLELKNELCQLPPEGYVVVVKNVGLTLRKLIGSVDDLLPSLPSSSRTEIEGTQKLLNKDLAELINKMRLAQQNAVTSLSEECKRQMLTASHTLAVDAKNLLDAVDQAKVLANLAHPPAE
FAK blocker: inhibitors of human focal adhesion kinase; biochemical FAK kinase activity assay; inhibition, %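 (tested at 7 µM)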; actives 0.84% (n = 97,000); AID 727; in the data active = inhibition above about 19%;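 note: 0% = DMSO and 100% = reference compound high control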
PTPN22 inh 2: LYP (human) phosphatase inhibition | inhibition, % at 2 µM | Q9Y2R2 | actives 0.21% (n = 96,000) | recombinant LYP catalytic domain, DiFMUP fluorescence;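 active = inhibition at 2 µM at or above a set limit, the screen mean plus 3 SD, cut at about 24% in these data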;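 note: 0% = DMSO with enzyme and 100% = enzyme fully blocked by orthovanadate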
TNFa cytotox: HUVEC cytotoxicity counter-screen, TNF alpha stimulated. HUVEC TNFalpha-stimulated, Hoechst cell count, imaging. cell count reduction, % at 2 µM. actives 0.17% (n = 93,000);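 active = cell count reduction exceeding the screen mean by over 5 SD, scaled to untreated wells per plate, cut at about 78% in these data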;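 note: cells counted after 24 h of TNF alpha exposure following the 1 h pretreatment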
ERa coact inh: blocks coactivator binding to human estrogen receptor alpha | TR-FRET ER-alpha LBD / SRC-1 peptide, estradiol-bound | inhibition, % at 25.6 µM | actives 1.7% (n = 86,000) | AID 629; in the data active = inhibition above about 50%;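 note: 0% = receptor plus peptide control and 100% = peptide only without receptor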
VCAM1 TNFa inh: reduces TNF alpha induced VCAM1 expression in HUVEC; actives 0.48% (n = 95,000); HUVEC TNFa-induced VCAM-1 immunofluorescence, high-content imaging; inhibition, % at 2 µM;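 active = inhibition above the batch mean plus 3 SD, with images confirmed as a hit by eye, cut at about 37% in these data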;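 note: 0% = TNF-stimulated DMSO wells and 100% = unstimulated control wells; not every result past the cut was called active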
PTPN22 act: activators of human LYP (PTPN22) phosphatase. Q9Y2R2. recombinant LYP, DiFMUP fluorescence; 0 = plate median, 100 = signal doubled. activation, % at 2 µM. actives 0.11% (n = 96,000). AID 697;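 active = activation at 2 µM above a set limit, the mean plus 5 SD, cut at about 37% in these data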
cytoskel mod: alters cytoskeleton assembly in HUVEC cells; HUVEC TNFa F-actin phalloidin imaging, high content; inhibition, % at 2 µM; actives 0.18% (n = 91,000);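 active = inhibition above the batch mean plus 3 SD and confirmed as a hit by visual image inspection, cut at about 30% in these data, passing the limit was not always enough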; note: strong numbers were not always called active
* marks the source's active call; other numbers are inactive results; . = no result given; [ ] = dose if it differs, or a comment. No enrichment for hits; about 3.8% have a hit in one of these screens.

SMILES	IL1B cytotox	PTK2B oligo ant	FAK blocker	PTPN22 inh 2	TNFa cytotox	ERa coact inh	VCAM1 TNFa inh	PTPN22 act	cytoskel mod
Oc1ccc2ccccc2c1CN1CCN(c2ccccc2)CC1	5	-0.03	0	3	0	19	9	-2	.
Nc1ccc2oc(-c3cccs3)nc2c1	-23	-0.65	3	-7	-45	-7	16	5	-8
CC(C)n1c(SCC(=O)Nc2ccccc2)nc2c1c(=O)n(C)c(=O)n2C	-5	-0.37	1	-1	4	8	-38	1	3
CCN(CC)S(=O)(=O)c1cc(C(=O)Nc2ccccn2)ccc1C	-3	-1.3	2	-3	-13	-4	5	2	4
O=C(COc1ccc(Cl)cc1Cl)N1CCCC1	-2	0.59	1	-7	-6	0[fluorescence artefact?]	10	7	.
COc1cc(=O)[nH]c(=O)n1C(=O)Cc1ccccc1	23	-0.18	4	-8	-7	-1	-5	6	-28
CNC(=O)c1cc2c(=O)n3cccc(C)c3nc2n(C(C)C)c1=N	-15	0.26	0	-2	-19	0	8	2	7
C=CCn1c(COc2ccccc2)nnc1SCC(=O)O	21	-0.04	3	11	-10	15	-9	-13	-14
O=c1nc(-c2ccccc2)c2cc(Cl)ccc2[nH]1	-2	-0.08	-4	3	-9	29	6	-3	-14
CCCCC(=O)Nc1cc(OC)c(NC(=O)C2CCCCC2)cc1OC	20	-0.11	1	-4	-10	7[fluorescence artefact?]	-10	5	-24
CCc1cccc(NC(=O)COc2ccccc2)c1	3	0.25	-2	2	18	-5	-2	0	-2
O=c1[nH][nH]c(C(F)(F)F)c1C=Nc1ccccc1	33	0.06	6	-2	35	.	34	5	-20
CC(C)(C)c1ccc(C(=O)NNC(=O)C(=O)N2CCCCC2)cc1	-3	0.03	2	7	-28	.	5	-4	0
CC1(C)CC(=O)C2=C(C1)OC(N)=C(C#N)C21CCN(C(=O)OCc2ccccc2)CC1	18	0.34	-2	1	14	-4	16	-1	-11
COc1ccccc1C(=O)Nc1ccc(NC(=O)c2ccco2)c(C)c1	-12	-1.1	-3	-6	-23	-3	10	7	20
CCOC(=O)CNC(=O)CSc1nnc(-c2ccc(OC)cc2)n1CC	8	0.14	1	8	-23	-5	-4	-8	3
Cn1c(=O)c2c(nc(CN3CCN(c4ccccc4F)CC3)n2CCN2CCOCC2)n(C)c1=O	-5	-0.4	-2	9	-34	-5	-11	-12	12
CCn1c(CNC(=O)COc2ccc(C(C)C)cc2)nnc1SCC(=O)Nc1ccccc1F	-2	-0.01	2	10	-13	.	10	-7	12
COc1cccc(C(=O)Nc2nc(C)cs2)c1	-5	-0.84	1	-11	-13	0	8	15	15
COCCNC(=O)C1c2cc(OC)c(OC)cc2C(=O)N(C)C1c1cccnc1 (configuration not stated)	-5	1.2	0	4	-48	-2	-11	-6	-16
O=C(c1ccc(CN2CCOCC2)cc1)N1CCN(c2cccc(Cl)c2)CC1	-25	0.62	1	1	-37	-9	-2	-3	19
CCOC(=O)C1=C(c2ccccc2)NC(SCC(=O)NC2CCCCC2)=C(C#N)C1c1ccco1 (configuration not stated)	20	-1.8	0	6	-20	13[fluorescence artefact?]	-7	-6	1
Cc1ccc(S(=O)(=O)N2CCC(C(=O)N3Cc4ccccc4C3)CC2)cc1	-26	0.17	-2	-7	-28	-6	-2	8	17
CC(C)c1[nH]nc2c1C(Cc1ccccc1)C(C#N)=C(N)O2 (configuration not stated)	26	0.39	10	-1	7	-6	6	-2	-58
O=C(Cn1cnc2c(cnn2-c2ccc(Cl)cc2)c1=O)NCC1CCCO1 (configuration not stated)	22	0.9	2	-7	0	-2	1	5	-17
COC(=O)c1nc(NC(=O)C(C)(C)C)n[nH]1	-18	0.1	0	-24	-6	.	11	19	-9
COc1cccc(O[C@@H]2O[C@@H]3COC(C)(C)O[C@H]3[C@H](O)[C@H]2NC(C)=O)c1	-9	-0.17	-1	0	-44	1	0	0	9
CN1CCN(Cc2cc(=O)oc3cc4c(cc23)CCC4)CC1	-12	0.41	-1	-1	-26	-2	-1	1	20
CCOc1ccc(NC(=O)CN(C)CC(=O)Nc2cccc(Cl)c2C)cc1OCC	-1	-0.07	-7	-8	-4	-11	10	12	-4
Cc1ccc(NS(C)(=O)=O)c(C(=O)c2ccccc2)c1	-148	1.2	-1	-1	-8	1	4	3	6
c1ccc(CNc2ncnc3sc4c(c23)CCC4)nc1	18	0.11	20*	4	-2	-3	0	0	2
CCCCCC(=O)Nc1nc(C)c(-c2csc(Nc3ccccc3OCC)n2)s1	12	.	-6	-3	-8	.	1	7	-36
CC(C)CCN=Cc1c(O)n(-c2ccccc2)c(=O)c2ccccc12	-9	0.27	-1	10	-43	0	-7	-8	10
CCOC(=O)C1CCN(Cc2ccc(F)cc2)CC1	13	0.51	-2	-4	15	.	-22	0	-5
Cn1nc(-c2ccccc2)c(CSc2ccccc2Cl)c1Cl	.	-0.38	-1	1	-4	11[fluorescence artefact?]	-12	-2	-14
COc1cc(CNCCc2ccccc2)ccc1OCC(=O)NC(C)(C)C	-16	0.88	0	5	12	.	32	-2	-33
CN(Cc1ccccc1)S(=O)(=O)c1ccc2[nH]cc(C(=O)NCC3CCCO3)c(=O)c2c1 (configuration not stated)	-32	-1.8	-10	6	.	-1	.	-8	.
Cc1ccc(C(C)NC(=O)c2cc(C)oc2C)cc1 (configuration not stated)	7	-0.51	4	4	-18	-7	-2	-3	-4
COc1ccccc1NC(=O)c1ccc(NS(C)(=O)=O)cc1	-44	-0.18	0	-9	12	-5	7	6	-4
Oc1ccc(Cl)cc1/C=N/c1nc2ccccc2[nH]1	0	1.4	2	-5	-1	-1	-24	5	15
CN(Cc1ccccc1)C1CC(=O)N(c2ccc(C(=O)O)cc2)C1=O (configuration not stated)	-19	0.57	1	-9	-14	-8	12	9	7
C=CCNC(=O)CN(c1ccc(F)cc1)S(=O)(=O)c1ccc(OC)cc1	-7	0.21	2	-2	-7	15	0	0	10
Cc1nn(C(C)(C)C)c(OC(=O)c2ccco2)c1Sc1ccccc1	-9	-0.52	-5	-2	16	15	18	5	3
CCCc1[nH]c(=O)c(C#N)c2c1CCCC2	4	-0.37	8	4	31	4	16	-1	11
O=C(Nc1ccccc1)c1ccc(CSc2ncccn2)cc1	-15	0.91	-2	-1	-6	.	20	4	-10
Cc1cc(NCCCN)nc(-c2ccccc2O)n1	5	-0.97	21*	-6	-51	-6	-1	4	1
CCSc1nc2ccccc2n1C(=O)Oc1ccccc1	23	0.21	-2	-7	4	-45[fluorescence artefact?]	1	8	2
COc1ccccc1N(C(=O)CNC(=O)c1ccco1)C(C(=O)NC1CCCC1)c1ccncc1 (configuration not stated)	-5	0.79	-1	-8	-31	7	-8	3	-10
CC(C)C(=O)Nc1ccc(NC(=O)c2ccccc2Cl)nc1	-10	0.99	4	-2	83*	1	31	-1	-21
COc1ccc(C)cc1NC(=O)CN1CCN(CC(=O)Nc2ccccc2F)CC1	-9	0.07	-1	-1	0	-20	-4	-2	-51
Following part:
SMILES	IL1B cytotox	PTK2B oligo ant	FAK blocker	PTPN22 inh 2	TNFa cytotox	ERa coact inh	VCAM1 TNFa inh	PTPN22 act	cytoskel mod
Cc1nn(Cc2ccc(Cl)cc2)c(C)c1NC(=O)c1c(-c2ccccc2)noc1C	8	0.15	7	10	23	-2	-8	-4	-28
Cc1ccc(-c2nc3sc4c(c3c(=O)n2N)CCCC4)cc1	10	-0.12	1	10	-8	-3	21	-8	-12
Cc1ccc(CNC(=O)Cn2cccc2C(=O)c2ccccc2)cc1	12	-0.4	-1	-8	-3	-1	35	8	-12
COc1ccc(NC(=O)CC2SC(=Nc3ccccc3)NC2=O)c(OC)c1 (configuration not stated)	14	.	1	-3	-11	.	15	0	5
O=C(NCCCN1CCOCC1)c1cc(C(=O)C2CC2)c[nH]1	10	0.6	4	-8	4	.	11	11	19
N#CCCN(Cc1cccnc1)C(=O)Nc1cccc(Cl)c1	7	0.54	-2	10	-28	-3	-23	-10	-8
COc1ccc(CNC(=O)C2CCCN2C(=O)NC2CCCCC2)cc1 (configuration not stated)	-26	-0.3	1	-12	-29	11	10	9	0
CC(C)CC(NC=C1C(=O)OC(C)(C)OC1=O)C(=O)O (configuration not stated)	-18	0.29	-2	-2	.	-9	.	4	.
CCCCCCN=CC1=C(O)CC(C)(C)CC1=O	-13	0.18	0	-7	-10	4	-2	6	17
CCNC(=O)CCSc1nc2cc(Cl)ccc2o1	5	-0.12	1	-1	-26	16[fluorescence artefact?]	16	0	7
O=C(NCCNS(=O)(=O)c1ccccc1)N1CCOCC1	-5	-0.12	-1	9	-3	-8	5	-5	6
N#CCCN(C(=O)CSc1ccc2c(c1)OCCO2)c1ccc(F)cc1	5	1.1	0	-3	-22	-3	26	4	2
c1csc(-c2nn3c(Cn4cnc5ccccc54)nnc3s2)c1	-25	-0.27	-1	6	.	-19	-7	-6	-11
COCC(C)n1c(SCC(=O)NCCC2=CCCCC2)nc2ccccc2c1=O (configuration not stated)	0	-0.32	-1	-4	-8	.	27	2	-10
CSc1nncn1/N=C/c1ccccc1F	7	0.26	0	-5	-6	4	-14	6	2
COc1ccc2c(c1)CCCN2C(N)=O	22	-1.6	0	4	-17	-20	4	-3	-8

High-throughput results: PubChem, several laboratories
